AmpC inh no detg: blocks E. coli AmpC beta-lactamase in detergent-free assay; P00811; AmpC nitrocefin hydrolysis, absorbance 480 nm, 0.0001% Triton; Potency, µM (doses to about 57.1 µM), for inactives: at the top dose activity change, negative = inhibition, usual class: inhibitors; 330,000 tested, 0.52% active; AID 485341;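 note: potency is the fitted concentration of half-maximal effect; plate controls were no compound for no effect and no enzyme for full effect; nearly all actives have a fitted effect of over 20% in size; some results filed as inactive show a strong effect at the top dose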
Target sequence (P00811 whole entry, looked up): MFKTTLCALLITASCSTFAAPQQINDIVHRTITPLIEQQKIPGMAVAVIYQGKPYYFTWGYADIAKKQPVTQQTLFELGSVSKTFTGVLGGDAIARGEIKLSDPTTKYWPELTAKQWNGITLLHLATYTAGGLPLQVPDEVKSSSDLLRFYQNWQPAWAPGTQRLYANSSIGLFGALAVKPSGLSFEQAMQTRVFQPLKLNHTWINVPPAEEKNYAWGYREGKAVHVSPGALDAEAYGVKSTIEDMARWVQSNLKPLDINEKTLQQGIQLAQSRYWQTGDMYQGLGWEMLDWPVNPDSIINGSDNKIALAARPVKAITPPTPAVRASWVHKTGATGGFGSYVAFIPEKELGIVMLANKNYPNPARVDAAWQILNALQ
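AmpC (5.3 nM in the dispensed reagent) in 20 mM phosphate pH 7.0 with 0.01% (detergent screen) or 0.0001% Triton X-100 was preincubated with compounds for 15 min at room temperature. Nitrocefin was then added from an 800 uM solution, and hydrolysis was followed at 480 nm.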
AmpC inh detg: AmpC beta-lactamase inhibition with detergent present; P00811; AmpC hydrolysis of nitrocefin, absorbance 480 nm, 0.01% Triton; Potency, µM (top dose mostly 114 µM), for inactives: at the highest dose activity change, negative = inhibition, hits mostly inhibitors; 370,000 tested, 0.041% active;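 note: potency is the fitted concentration of half-maximal effect; 0% = no-compound wells and -100% = no-enzyme wells; nearly all actives have a fitted effect of over 25% in size; some results filed as inactive show a strong effect at the top dose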
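AmpC (5.3 nM in the dispensed reagent) in 20 mM phosphate pH 7.0 with 0.01% (detergent screen) or 0.0001% Triton X-100 was preincubated with compounds for 15 min at room temperature. Nitrocefin was then added from an 800 uM solution, and hydrolysis was followed at 480 nm.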
Sm TGR inh: S. mansoni TGR enzyme inhibition. 360,000 tested, 3% active. Potency, µM (highest dose often 114 µM), inactives show at the highest dose activity change, negative = inhibition, most hits filed as inhibitors. purified TGR, DTNB reduction, TNB absorbance 405 nm. AID 485364; note: potency is the fitted concentration of half-maximal effect; nearly all actives have a fitted effect of over 60% in size
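TGR 20 nM + NADPH 100 uM (dispensed conc.), cpd preinc 15 min RT; start with NADPH (500 uM addition) then DTNB (15 mM addition). Kinetic TNB absorbance, 405 nm filter. Four-parameter Hill fit across titration.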
LmPK inhibitor: LmPK (Leishmania mexicana) enzyme inhibition; Q27686; purified LmPK, Kinase-Glo ATP luminescence, 1 h; Potency, µM (series often up to 57.5 µM), for inactives: at the top dose activity change, negative = inhibition, hits mostly inhibitors; 290,000 tested, 0.37% active; AID 1721; note: potency is the fitted concentration of half-maximal effect
Target sequence (Q27686 whole entry, looked up): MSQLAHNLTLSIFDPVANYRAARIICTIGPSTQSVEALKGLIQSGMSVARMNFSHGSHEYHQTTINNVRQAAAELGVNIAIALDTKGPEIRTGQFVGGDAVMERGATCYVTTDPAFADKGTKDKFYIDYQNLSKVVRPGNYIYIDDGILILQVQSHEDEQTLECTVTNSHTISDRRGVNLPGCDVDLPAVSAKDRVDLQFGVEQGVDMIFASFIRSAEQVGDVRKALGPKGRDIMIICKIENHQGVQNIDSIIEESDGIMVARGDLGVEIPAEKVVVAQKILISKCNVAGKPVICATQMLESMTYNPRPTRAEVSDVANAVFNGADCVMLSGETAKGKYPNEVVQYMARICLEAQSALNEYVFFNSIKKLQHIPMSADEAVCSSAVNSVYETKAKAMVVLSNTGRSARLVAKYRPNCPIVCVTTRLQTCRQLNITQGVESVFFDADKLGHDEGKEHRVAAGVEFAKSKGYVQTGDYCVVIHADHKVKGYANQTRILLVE
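Screened at intermediate enzyme activity to detect both inhibitors and activators: LmPK at 0.1 nM, with a 0.5 nM enzyme column as activation reference. PEP 0.5 mM, ADP 0.1 mM; ATP detected by luminescence after 1 h.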
HCMV antiviral: blocks human cytomegalovirus replication. 410,000 tested, 4.5% active. HFF cells, HCMV-luciferase reporter, 72 h; active compounds read low. activity change, negative = inhibition, % at 57.5 µM; in the data active = activity change below about -60%; inconclusive = no clear call, values can overlap the other calls; inactive = above about -39%
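Steps: HFFs plated, 16 h 37C; compounds added; HCMV-luciferase added to MOI 1 PFU/cell; 72 h 37C; OneGlo reagent, 5 min room temperature; luminescence read, normalized to controls.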
TbPYK inhibitor: T. brucei pyruvate kinase inhibition; TbPYK enzyme, Kinase-Glo Plus ATP luminescence, 45 min; 410,000 tested, 0.12% active; Q57TT1; AID 624173; Potency, µM (doses to about 76.8 µM), inactives show at the highest dose activity, negative = inhibition, hits mostly inhibitors; note: potency is the fitted concentration of half-maximal effect; nearly all actives have a fitted effect of over 50% in size
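Readout: single end-point luminescence (Kinase-Glo Plus, 10 min). Reaction conditions were TbPYK/substrate plus 130 uM ADP, 45 min at RT, pH 7.2 TEA buffer. No-enzyme wells served as controls, and data were normalized before concentration-response fitting.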
AMA1-RON2 inh: AMA1-RON2 (P. falciparum) interaction inhibition. AlphaScreen AMA1-biotinylated RON2 peptide binding. Potency, µM (top dose mostly 58.2 µM), for inactives: at the top dose activity change, negative = inhibition, actives largely listed as inhibitors. 360,000 tested, 0.2% active;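 note: potency is the fitted concentration of half-maximal effect; 0% = vehicle wells and -100% = peptide control; nearly all actives have a fitted effect of over 45% in size; some results filed as inactive show a strong effect at the top dose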
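AMA1 (3D7) with his tag at 25 nM final met compounds first, then biotinylated RON2 peptide at 25 nM; detection used donor plus acceptor beads, 10 µg/mL apiece, read by AlphaScreen after 30 min at room temperature.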
An asterisk follows results filed as active; ? = inconclusive; nt = no result given; & = joins results of further samples; ! = not confirmed by another sample; [ ] = dose if it differs, or a comment. Unless noted, calls come from the whole dose curve; as a rule, active = well fitted curve in the direction sought with a large enough effect; inconclusive = small, poorly fitted or top-dose-only effect, or another doubt; inactive = no such curve, though single readings can be large; an effect the other way counts as inactive or inconclusive. Unless noted, % is set by controls: 0 for no effect and ±100 for the full control effect.

entry	SMILES	AmpC inh no detg	AmpC inh detg	Sm TGR inh	LmPK inhibitor
1	CN(/N=C/c1ccncc1)C1=NCCN1	-7%	3%	13%	10%
2	CCCNC(=O)NCCC12CC3CC(CC(C3)C1)C2	-22%	-3%	10%	-10%
3	O=C(Nc1ccccn1)N1CCOCC1	-13%	-13%	-2%	3%
4	Cc1ccc2nc(NC(=O)CS(=O)(=O)Cc3ccccc3)sc2c1	-40%	0%	4%	8%
5	CCOC(=O)c1cc([N+](=O)[O-])sc1N	-12%	7%	-4%	0%
6	CSc1nc(-c2ccccc2)nc(NC(=O)c2ccccc2)c1C(C)=O	-33%	-3%	-1%	-6%
7	COc1ccc(-c2nc(-c3cccs3)c(-c3cccs3)[nH]2)cc1OC	22%	-5%	0%	-1%
8	O=C(NC1CCCc2ccccc21)c1ccc(=O)[nH]c1 (stereo not given)	9%	-11%	0%	1%
9	O=S(=O)(NCc1cccnc1)c1ccc(Cl)c(Cl)c1Cl	-14%	-12%	0%	1%
10	C=C(c1ccc(OC)cc1)c1ccc(OC)cc1	-6%	1%	-7%	1%

entry	HCMV antiviral	TbPYK inhibitor	AMA1-RON2 inh
1	46	-8%	15%
2	-26	3%	-3%
3	50	2%	-4%
4	-4	-11%	-12%
5	-22	-3%	-9%
6	-24	-6%	-5%
7	22	0%	-26%
8	-6	-3%	0%
9	13	-4%	4%
10	-18	7%	14%

Structures above that contain a thiophene ring, fused or not, in the order listed:
entry	SMILES	AmpC inh no detg	AmpC inh detg	Sm TGR inh	LmPK inhibitor
5	CCOC(=O)c1cc([N+](=O)[O-])sc1N	-12%	7%	-4%	0%
7	COc1ccc(-c2nc(-c3cccs3)c(-c3cccs3)[nH]2)cc1OC	22%	-5%	0%	-1%

entry	HCMV antiviral	TbPYK inhibitor	AMA1-RON2 inh
5	-22	-3%	-9%
7	22	0%	-26%

The list continues.
entry	SMILES	AmpC inh no detg	AmpC inh detg	Sm TGR inh	LmPK inhibitor
11	O=S(=O)(NCC1CCCO1)c1ccc(Cl)c2ccccc12 (stereo not given)	nt	nt	nt	nt
12	Cc1ccc(S(=O)(=O)Cc2ccc(C(=O)NCc3ccc4c(c3)OCO4)o2)cc1	-12%	5%	25µM*	6%
13	O=C(O)COCC(=O)NCc1csc2ccccc12	-10%	6%	10%	-1%
14	CCOc1ccc(S(=O)(=O)Nc2cc3c(C(=O)OCc4ccccc4)c(C)oc3c3ccccc23)cc1	nt	1%	-27%	nt
15	CCC(=O)NCCc1cc2ccc(C)cc2[nH]c1=O	-4%	?	1%	5%
16	Cc1ccc(N2C(=O)CCSC23C(=O)N(Cc2ccccc2)c2ccccc23)cc1 (stereo not given)	nt	2%	1%	nt
17	Cc1ccc(N2Cc3ccccc3C2=S)cc1	-17%	1%	1%	-11%
18	O=S(=O)(c1ccccc1)c1nc(-c2cccc(Cl)c2)oc1N1CCOCC1	-15%	1%&9%	32µM*!	-8%
19	Cc1ccccc1Cn1c(=O)n(Cc2ccc(Cl)cc2)c(=O)c2cccnc21	nt	-4%	2%	nt
20	CC1=C(C(=O)N(C)Cc2ccccc2)C2(CCC(C)CC2)OC1=O (stereo not given)	83%[activator]	-15%	1%	4%

entry	HCMV antiviral	TbPYK inhibitor	AMA1-RON2 inh
11	-84*	3%	-11%
12	-10	-1%	-9%
13	19	-15%	4%
14	-84*	-4%	nt
15	4	1%	11%
16	0	1%[15.4 µM]	nt
17	31	0%	2%
18	18&-1	0%&5%	-14%
19	-2	1%	nt
20	-3	-4%	-3%

The results go on:
entry	SMILES	AmpC inh no detg	AmpC inh detg	Sm TGR inh	LmPK inhibitor
21	Cc1ccc(-n2ncc3c2ncn2c(C)nnc32)cc1C	-17%	-4%	-1%	-14%
22	CC(=O)Nc1ccc(S(=O)(=O)N2CCN(C(=O)Cc3ccccc3)CC2)cc1	-11%	1%	3%	4%
23	O=C(c1ccccc1)N1CCN(C(=S)NCc2ccc3c(c2)OCO3)CC1	-10%	?	-9%	2%
24	O=C(NC1CCCCC1)N(c1ccccc1)c1nnc(-c2cccc([N+](=O)[O-])c2)s1	nt	nt	nt	nt
25	O=[N+]([O-])c1ccccc1S(=O)(=O)N1CCN(c2ccc(F)cc2)CC1	-24%	1%	-10%	3%
26	CCC(=O)c1cn(CC(=O)Nc2ccc(C)cc2)c2ccccc12	-16%	?	100µM*	6%
27	CC(C(=O)N1CCOCC1)N1C(=O)C2C3CC(C(Br)C3Br)C2C1=O (stereo not given)	-18%	-1%	-3%	-4%
28	O=C(c1cnc(N2CCOCC2)c2ccccc12)N1CCN(c2ccccc2)CC1	nt	0%	-5%	nt
29	COc1cccc(CNC(=S)Nc2ccc3c(c2)c(=O)n(C)n3C)c1	nt	nt	nt	nt
30	c1cc(CN2CCN(C3CCCCCC3)CC2)ccn1	-14%	2%	7%	1%

entry	HCMV antiviral	TbPYK inhibitor	AMA1-RON2 inh
21	-67*	4%	-5%
22	43	-5%	0%
23	8	-7%	-2%
24	0	0%	-8%
25	-9	-5%	-10%
26	20	1%	-1%
27	13	2%	-2%
28	-21	0%	nt
29	5	-5%	-4%
30	17	29%	?

Reformatted: three of the compounds above.
Order of results: AmpC inh no detg, AmpC inh detg, Sm TGR inh, LmPK inhibitor, HCMV antiviral, TbPYK inhibitor, AMA1-RON2 inh
25: O=[N+]([O-])c1ccccc1S(=O)(=O)N1CCN(c2ccc(F)cc2)CC1
 : -24%, 1%, -10%, 3%, -9, -5%, -10%
26: CCC(=O)c1cn(CC(=O)Nc2ccc(C)cc2)c2ccccc12
 : -16%, ?, 100µM*, 6%, 20, 1%, -1%
27: CC(C(=O)N1CCOCC1)N1C(=O)C2C3CC(C(Br)C3Br)C2C1=O (stereo not given)
 : -18%, -1%, -3%, -4%, 13, 2%, -2%

Going on with the list.
entry	SMILES	AmpC inh no detg	AmpC inh detg	Sm TGR inh	LmPK inhibitor
31	CCOC(=O)Cc1n[nH]c(=O)c2ccccc12	-2%	0%	4%	0%
32	C=C(C)COc1ccc(-c2nc(N)ncc2-c2ccc(Cl)cc2)c(O)c1	-10%	14%	-1%	4%
33	O=C(CSc1c2c(nc3ccc(Cl)cc13)CCCC2)NCc1ccco1	-13%	?	?	12%
34	Cc1ccc(-c2ccc(CN3C(C(C)C)C(=O)N(Cc4cn(CCC5OCCO5)nn4)CCS3(=O)=O)cc2)c(C)c1 (stereo not given)	nt	nt	nt	nt
35	O=C(Nc1ccccc1)C1CCCN(S(=O)(=O)c2ccc(-n3cnnn3)cc2)C1 (stereo not given)	-9%	?	3%	0%
36	Cc1ccc(S(=O)(=O)c2nc(S(C)(=O)=O)sc2N2CCCCC2C)cc1 (stereo not given)	22%	2%	-20%	1%
37	Cc1ccc(-n2c(O)c(/C=N/NC(=O)C3COc4ccccc4O3)c3ccccc3c2=O)cc1 (stereo not given)	-37%	-2%	-5%	-1%
38	CCN(CC(=O)Nc1ccccc1C(=O)OC)S(=O)(=O)c1ccccc1	-7%	-8%	8%	-10%
39	NS(=O)(=O)c1ccc(CCNC(=O)CCCOc2ccccc2)cc1	-22%	8%	4%	-8%
40	N#Cc1ccsc1NC(=O)CCN1CCN(C(c2ccccc2)c2ccccc2)CC1	22%	-10%	7%	-8%

entry	HCMV antiviral	TbPYK inhibitor	AMA1-RON2 inh
31	-26	-7%	3%
32	-25	6%	-12%
33	0	-4%	-3%
34	-19	5%	-2%
35	-16	nt	6%
36	-75*	-8%	-9%
37	-61*	0%	69%[activator]
38	3	-4%	-7%
39	-3	1%	-5%
40	7	0%	0%

(further entries)
entry	SMILES	AmpC inh no detg	AmpC inh detg	Sm TGR inh	LmPK inhibitor
41	CSc1ccc(C(=S)N2CCN(Cc3ccccc3)CC2)cc1	0%	-10%	12%	-2%
42	Cc1ccn2c(=O)nc(SCC(=O)NCc3ccccc3Cl)nc2c1	-20%	?	-16%	nt
43	CCNC(=S)N/N=C/c1ccc(F)cc1	-36%	-1%	-27%	-2%
44	C=C(C)COc1ccc(-c2[nH]ncc2Oc2ccccc2OCC)c(O)c1	-48%	-14%	0%	7%
45	Cc1c(NC(=O)c2ccc(S(=O)(=O)Nc3ccccc3F)cc2)c(=O)n(-c2ccccc2)n1C	-10%	nt	nt	nt
46	CCOc1cc(C(=O)NCc2ccncc2)cc(OCC)c1OCC	9%	2%	-2%	10%
47	COCCCn1c(CCC(=O)O)ccc1-c1cccs1	-8%	-7%	8.9µM*	0%
48	NC(=O)c1ccc(NCCCN2CCOCC2)c([N+](=O)[O-])c1	-9%	-7%	nt	2%
49	C#CCSc1nnc(-c2cc3c(C(F)(F)F)nn(C)c3s2)n1C	50%	0%	-9%	-5%
50	Cc1cccc(CN2CCc3c([nH]c4ccccc34)C2)c1	-25%	1%	-25%	-8%

entry	HCMV antiviral	TbPYK inhibitor	AMA1-RON2 inh
41	-20	nt	-30%
42	-8	-1%	21%
43	14	nt	nt
44	-17	7%	110%[activator]
45	14	2%	1%
46	26	1%	-2%
47	31	-10%	-8%
48	-26	-2%	2%
49	-18	-5%	4%
50	-11	-1%	?

(list continues)
entry	SMILES	AmpC inh no detg	AmpC inh detg	Sm TGR inh	LmPK inhibitor
51	Cc1ccc2[nH]c3c(=O)n4c(nc3c2c1)SCC4	-19%	2%	1%	-5%
52	CC1CC(C)CN(C(=O)Cn2ncc3c([nH]c4ccccc43)c2=O)C1 (stereo not given)	-2%	?	5%	8%
53	O=C(c1ccccc1CCc1ccccc1)N1CCN(c2ccccn2)CC1	74%[activator]	?	-4%	-3%
54	COc1ccc(CN(CC(=O)NC2CCCCC2)C(=O)CCC(=O)Nc2nccs2)cc1	-4%	?	1%	7%
55	Cn1c(=O)oc2cc(S(=O)(=O)N3CCC(C(=O)NCCc4ccccc4)CC3)ccc21	1%	-4%	4%	6%
56	COc1ccc(NC(=O)C2(c3ccc(NC(=O)c4ccc(OC(C)=O)cc4)cc3)CCCC2)cc1	22%	-9%	11%	5%
57	Cc1ccc2c(C)c(C(=O)NCCN3CCCC(O)C3)oc2c1C (stereo not given)	40%	-3%	-13%	-1%
58	COc1ccc(CNC(=O)CCC(=O)Nc2nnc(C(C)C)s2)cc1	-4%	-7%	3%	-1%

entry	HCMV antiviral	TbPYK inhibitor	AMA1-RON2 inh
51	16	-6%	0%
52	-34	-8%	7%
53	-32	-3%	-13%
54	17	-2%	-4%
55	5	-3%	1%
56	14	-15%	-16%
57	0	-11%	6%
58	15	-1%	-8%
